Lamin A splicing = changes lamin A minigene splicing in HeLa cells | HeLa LMNA splicing GFP/RFP minigene ratio, 48 h | Potency, µM (titrated, usually from 46.1 µM), for the others: top-dose ratio change, negative = inhibition, usual class: inhibitors | 200,000 tested, 0.01% active | AID 1487; active = well fitted inhibition curve with a large enough effect in the signal ratio, with a control signal flat, not every such curve was filed as active; inconclusive = small, poorly fitted or top-dose-only effect, or effect the other way, or a change in a side signal; the % refers to the signal ratio; also: potency is read from the fitted curve at half-maximal effect; % is scaled to controls: 0 for no effect and ±100 for the full control effect
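S3 HeLa cells stably expressing lamin A-EGFP splicing minigene plus DsRed2, 600 cells/well, 48 h compound exposure at 37C. Laser-scanning cytometry; analysed as GFP (500-530 nm)/RFP (575-640 nm) total intensity ratio; 0.5% DMSO vehicle.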
GAA spleen mod = lysosomal alpha-glucosidase (human) modulation. P10253. human spleen homogenate, 4-MU-alpha-glucoside fluorescence. Potency, µM (top dose mostly 79.9 µM), for inactives: at the highest dose activity change, negative = inhibition, actives largely listed as inhibitors. 240,000 tested, 0.006% active. AID 2112;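 also: potency is read from the fitted curve at half-maximal effect; 0% = enzyme with vehicle and -100% = no enzyme basal signal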
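Human spleen homogenate (1 ug) incubated with compounds and 1 mM 4-methylumbelliferyl-alpha-D-glucopyranoside in pH 5.0 citrate/phosphate buffer, 37 C, 40 min. Stopped at pH 10; 4-MU fluorescence (Ex 365/Em 440 nm); AC50 by Hill fit.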
HttQ103 aggreg = reduces HttQ103-GFP aggregates in PC12 cells | PC12 HttQ103-GFP aggregates, Acumen cytometry, 40 h | Potency, µM (doses to about 46.1 µM), for the others: at the top dose activity change, negative = inhibition, most hits filed as inhibitors | 220,000 tested, 1.1% active | AID 1688; also: potency is read from the fitted curve at half-maximal effect; % is scaled to controls: 0 for no effect and ±100 for the full control effect; nearly all actives have a fitted effect of over 60% in size
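Aggregate formation scored by laser-scanning cytometer (488 excitation, 500–530 emission) in lysed PC12 cells expressing Q103-GFP after 100 nM tebufenozide induction; library tested in dose series, with ATPLite reagent added in the multiplex.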
HTT ATP protect = protects HTT-Q103 PC12 cells, measured by ATP. Potency, µM (top dose mostly 56.4 µM), without a hit: cytoprotection (ATP increase), usual class: activators. AID 1471. 230,000 tested, 0.14% active. PC12 HTT-Q103 induced, cytoprotection, ATP luminescence, 40 h;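 also: potency is read from the fitted curve at half-maximal effect; % of control where 0% means no effect; nearly all actives have a fitted effect of over 45% in size; toxic huntingtin expression switched on by the ecdysone agonist tebufenozide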
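Compounds were screened for protection of PC12 cells against cell death after tebufenozide induction (100 nM final) of mutant Huntingtin exon 1 (Q103) fused to GFP.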
GAA glycogen = alters human alpha-glucosidase cleavage of glycogen; P10253; Potency, µM (titrated, usually from 76.4 µM), without a hit: top-dose activity change, negative = inhibition, actives largely listed as inhibitors; recombinant GAA, glycogen substrate, Amplex Red glucose oxidase fluorescence; 300,000 tested, 0.38% active;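 also: potency is read from the fitted curve at half-maximal effect; 0% = full enzyme reaction and -100% = no-enzyme basal signal; the screen sought inhibitors and activators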
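Natural-substrate format: glycogen cleavage by 4 nM human enzyme, glucose read by Amplex Red coupling (Ex 573, Em 610 nm). Normalized to enzyme and no-enzyme controls.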
CBFb-RUNX1 inh = inhibitors of human CBF-beta and RUNX1 interaction; Q01196+Q13951; AlphaScreen CBFb-His/RUNX1-biotin binding, biochemical; Potency, µM (series often up to 59.8 µM), inactives show at the top dose activity, negative = inhibition, usual class: inhibitors; 230,000 tested, under 10 active; also: % of control where 0% means no effect
Target sequence (Q01196 whole entry, looked up): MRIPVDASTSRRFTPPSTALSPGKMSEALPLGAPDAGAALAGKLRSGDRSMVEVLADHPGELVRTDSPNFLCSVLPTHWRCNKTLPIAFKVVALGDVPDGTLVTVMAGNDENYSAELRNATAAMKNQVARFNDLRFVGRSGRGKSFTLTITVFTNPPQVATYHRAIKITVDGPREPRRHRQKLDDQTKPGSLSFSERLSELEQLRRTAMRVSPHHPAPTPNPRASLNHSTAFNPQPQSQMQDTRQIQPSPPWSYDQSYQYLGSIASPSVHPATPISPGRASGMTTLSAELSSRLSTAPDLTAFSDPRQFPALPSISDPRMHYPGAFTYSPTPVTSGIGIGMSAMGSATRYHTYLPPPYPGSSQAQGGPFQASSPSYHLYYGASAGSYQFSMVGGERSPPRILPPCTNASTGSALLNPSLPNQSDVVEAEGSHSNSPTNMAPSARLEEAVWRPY
Target sequence (Q13951 whole entry, looked up): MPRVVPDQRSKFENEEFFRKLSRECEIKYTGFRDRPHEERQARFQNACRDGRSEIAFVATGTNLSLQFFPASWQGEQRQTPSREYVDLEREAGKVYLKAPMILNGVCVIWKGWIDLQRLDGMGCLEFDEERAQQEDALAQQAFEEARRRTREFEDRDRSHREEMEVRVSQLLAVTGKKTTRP
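His-tagged CBF-beta and biotinylated RUNX1 (30 nM each) were premixed 20 min at room temperature, exposed to compound for 15 min, then given nickel-chelate and streptavidin AlphaScreen beads (50 ng each). After 90 min, AlphaScreen signal was read.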
GAA inh = alpha-glucosidase (human) inhibition; Potency, µM (top dose mostly 76.9 µM), for the others: at the highest dose activity change, negative = inhibition, hits mostly inhibitors; P10253; 200,000 tested, 0.005% active; AID 1466; purified human GAA, 4-MU-alpha-glucoside fluorescence;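 also: potency is read from the fitted curve at half-maximal effect; plate controls were uninhibited enzyme wells for no effect and no-enzyme background for full effect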
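Endpoint fluorogenic read: 20 min room-temperature reaction of 4 nM human alpha-glucosidase with 400 uM 4-methylumbelliferyl-alpha-D-pyranoside, pH 5.0, quenched with 1M NaOH/1M glycine pH 10. AC50 from Hill modeling.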
* hit, by the source's call; u = inconclusive; x = not tested or not shown; [ ] = another dose, or the depositor's remark. Unless noted, calls follow the shape of the dose curve; as a rule, active = well fitted curve in the direction sought with a large enough effect; inconclusive = small, poorly fitted or top-dose-only effect, or another doubt; inactive = no such curve, though single readings can be large; an effect the other way counts as inactive or inconclusive.

Values run as follows: GAA spleen mod, Lamin A splicing, GAA glycogen, CBFb-RUNX1 inh, GAA inh, HttQ103 aggreg, HTT ATP protect
Cc1cc(C)c2nc(Cl)c(Cl)nc2c1
    9%, x, 2%, -2%, -3%[15.4 µM], -21%[9.22 µM], -1%[10 µM]
COc1ccc(-c2nc3cnc(OC)nc3n(CCC#N)c2=O)cc1
    1%, 8%, x, x, x, x, 5%
CN1CCN(C(=O)c2ccc(COc3ccc(Cl)cc3Cl)cc2)CC1
    -2%, -2%, 4%, -4%, 3%, -23%, -2%[10 µM]
O=C(Cn1nc(C(F)(F)F)c2c1CCC2)NC1CCCCC1
    -13%, 15%, 0%, 10%, -2%, -18%, -2%[10 µM]
COc1cc(OC)c(NC(C)C(=O)NCc2ccccc2)cc1Cl (centres undefined)
    3%, x, 11%, -10%, -8%, -10%, -33%[inhibitor]
O=C(O)c1ccccc1-c1nc2cc(Cl)ccc2c(=O)n1O
    x, 6%[46 µM], -10%, -4%, 4%, 13%, -13%
CC1(C)Cc2nc3sc4c(=O)n(CC(=O)NCc5ccccc5)cnc4c3cc2CO1
    -20%, u, 0%, -2%, 3%, -4%, -88%[inhibitor]
CC(=O)c1ccc(NC(=O)CSc2nc(C)cc(C)c2C(N)=O)cc1
    0%, -1%[46 µM], 22%, 0%, 2%, 19%[9.22 µM], 14%[10 µM]
O=c1/c(=C/c2ccc(O)cc2)sc2nc3cc(Br)cnc3n12
    1%, x, 30%, 2%, -3%, 17%, x
CSCCC(=O)Nc1ccc(C(C)=O)cc1
    0%, 5%, 11%, -5%, -5%, -9%, 5%
O=C(NCc1ccco1)c1nc(-c2ccc(F)cc2)no1
    7%, 6%[46 µM], -4%, 2%, 2%, -4%, x
COC(=O)/C(=C\Nc1ccccc1N)c1ncc(C(F)(F)F)cc1Cl
    0%, -1%, -2%, 15%, -2%, u, u
N#Cc1c(NC(=O)c2ccc(Cn3cc(Br)cn3)o2)sc2c1CCCCC2
    -10%, 17%, -13%, 13%, -3%, u, -14%
COc1ccc(-n2c(C)nc(=O)c(-c3ccccc3)c2C)cc1
    -2%, 2%, -1%, 4%, 4%, 0%, -15%[10 µM]
Cc1ccc(C(=O)N/C(=C\c2ccco2)C(=O)NCc2cccnc2)cc1
    -1%, -15%, -3%, -1%, 7%, -2%, 5%[10 µM]
FC(F)Oc1ccccc1/C=N/n1cnc2ccccc21
    5%, -19%[46 µM], -8%, 6%, u, -18%, -51%[inhibitor]
COC(=O)Cc1c(C)c2c(OCc3nn[nH]n3)cc(C)cc2oc1=O
    -2%, 5%, -10%, 7%, 5%, 0%, 8%[0.074 µM]
Cc1cc(C)n(CC(=O)c2ccccc2)c(=O)c1C#N
    2%, u, 6%, 5%, 0%, 17%, 8%
C=CCn1cccc(C(=O)Nc2ccc(OC)cc2OC)c1=O
    -4%, 21%[46 µM], -6%, -14%, -4%, -1%, 8%[10 µM]
CCOC(=O)N1CCN(Cc2nc3c(c(=O)n(C)c(=O)n3C)n2Cc2cccc3ccccc23)CC1
    -2%, u, 1%, 3%, -5%, -9%, -15%

For convenience, some entries already given:
Values run as follows: GAA spleen mod, Lamin A splicing, GAA glycogen, CBFb-RUNX1 inh, GAA inh, HttQ103 aggreg, HTT ATP protect
O=C(O)c1ccccc1-c1nc2cc(Cl)ccc2c(=O)n1O
    x, 6%[46 µM], -10%, -4%, 4%, 13%, -13%
CC1(C)Cc2nc3sc4c(=O)n(CC(=O)NCc5ccccc5)cnc4c3cc2CO1
    -20%, u, 0%, -2%, 3%, -4%, -88%[inhibitor]
CC(=O)c1ccc(NC(=O)CSc2nc(C)cc(C)c2C(N)=O)cc1
    0%, -1%[46 µM], 22%, 0%, 2%, 19%[9.22 µM], 14%[10 µM]

Additional compounds
Values run as follows: GAA spleen mod, Lamin A splicing, GAA glycogen, CBFb-RUNX1 inh, GAA inh, HttQ103 aggreg, HTT ATP protect
Cc1cccc(NC(=O)CSc2nnc(CSc3nc(C)cc(C)n3)o2)c1
    0%, 2%, -8%, 9%, -3%, -7%, -12%[10 µM]
COC(=O)c1cn(CCOc2ccc(C)cc2)c2ccccc12
    -2%, u, -3%, 22%, -6%, -8%, 6%
COc1ccc(C(=O)Oc2cccnc2)cc1OC
    3%, 12%, 14%, 8%, u, -12%, -24%
C/C(=N/NC(=O)c1sc(NS(=O)(=O)c2ccccc2)nc1C)c1ccccc1
    -5%, -4%, u, -6%, 3%, 16%, -13%[10 µM]
O=C(N/N=C/c1ccc(OC(=O)c2cccs2)cc1)c1cccc(F)c1
    -3%, -5%, 5%, 15%, 9%, 1%, 44%[10 µM]
NC(=O)[C@@H]1CCCNc2c(I)cc([N+](=O)[O-])cc2C(=O)N[C@@H](CO)C(=O)NCC(=O)N1
    -1%, -2%, 6%, 2%[2.36 µM], -2%, 12%, x
CCn1c(CNC(=O)c2ccco2)nnc1SCC(=O)c1ccc(OC)cc1
    4%, x, -20%, 6%, 8%, 4%[9.22 µM], 11%[10 µM]
CCC(=O)N/N=C/c1ccc(OS(=O)(=O)c2ccccc2)cc1
    9%, -2%, -4%, 6%, -6%, 1%, 4%[10 µM]
Cc1ccc2nc(-c3ccc(NC(=O)CN4CCN(c5ccccn5)CC4)cc3)sc2c1
    4%, x, 6%, 0%, x, 27%[9.22 µM], 2%[10 µM]
CCn1c(C)nc2cc(C(=O)NNS(=O)(=O)c3ccc(C)cc3C)ccc21
    6%, -4%, u, -5%, -10%, 34%, -4%
Cc1ccc(N2C(=O)C3C(C2=O)N2CCCN2C3c2ccccc2)cc1C (centres undefined)
    -4%, 2%[46 µM], u, -3%, 8%, x, x
Cc1cccc(C(O)(C(=O)NNc2ccc3ccccc3n2)c2cccc(C)c2)c1
    -14%, u, u, 0%, -1%, -11%, 17%[1.9 µM]
CCc1c(C)c2ccc(O)c(CN(C)C)c2oc1=O
    u, 3%, 7%, -4%, u, 19%, -11%[0.074 µM]
NC1=NC[C@H](c2ccccc2)N1CCc1cc(C(F)(F)F)cc(C(F)(F)F)c1
    -2%, x, -5%, 22%, x, 13%[9.22 µM], -3%[10 µM]
Cc1cc(C)c(S(=O)(=O)N2CCOCC2)cc1C
    7%, -2%[46 µM], 23%, 3%, 3%, -10%, -21%
CC1(C)CC(=O)C(=Cc2cn(CCC#N)nc2-c2ccc(Cl)cc2)C(=O)C1
    -18%, -11%, 1%, -5%, 2%, -19%, 16%[10 µM]
COc1cc2[nH]c(=S)n(CCN3CCCCC3C)c(=O)c2cc1OC (centres undefined)
    -5%, 6%, -21%, 7%, 4%, -2%, -15%
CCOc1ccccc1NC(=O)c1ccc(F)c(S(=O)(=O)N2CCC3(CC2)OCCO3)c1
    -2%, 6%, -5%, 6%, -9%, u, 8%[0.074 µM]
CCOC(=O)c1sc(=NC(=O)CCSc2ccccc2)n(C)c1C
    5%, 10%[46 µM], -14%, 1%, 11%, -2%, 6%[10 µM]
CCOC(=O)c1ccccc1-n1c(C)cc(C2N=C(N)Nc3nc4ccccc4n32)c1C (centres undefined)
    1%, -2%, 4%, -5%, 1%, -2%, -6%

(further entries)
Values run as follows: GAA spleen mod, Lamin A splicing, GAA glycogen, CBFb-RUNX1 inh, GAA inh, HttQ103 aggreg, HTT ATP protect
Cn1c(Sc2nc3ccccc3n2C)nc2ccccc21
    -4%, -23%, 2%, 3%, -14%[15.4 µM], -1%, 25%
CSc1nsc(SCC(=O)Nc2ccccn2)n1
    1%, -6%, 9%, 5%, -11%, 19%, 27%[10 µM]
Cc1ccc(OCCCC(=O)Nc2nncs2)cc1
    -5%, 20%, -5%, -9%, 0%, 0%[9.22 µM], 2%[10 µM]
COC(=O)c1sc(SC)c(S(=O)(=O)C(C)C)c1N/N=C(\C#N)C(=O)c1ccccc1
    2%, x, 4%, -12%, u, -10%[9.22 µM], -12%[10 µM]
CCOC(=O)C1CCN(c2nc3ccccc3nc2C(C#N)C(=O)OCCOC)CC1 (centres undefined)
    -5%, 2%, -1%, 4%, 4%, 23%, 1%
S=c1[nH]nc(-c2ccccn2)n1/N=C/c1ccc(Br)s1
    -7%, -12%, 19%, x, 5%, -12%, 1%[10 µM]
Cc1nc(-c2ccc(Cl)cc2)sc1C1(C)CC(c2ccc(C#N)cc2)=NO1 (centres undefined)
    3%, x, -1%, u, x, 8%[9.22 µM], 14%[10 µM]
CC1(C)CC(=O)C(C=NCCN2CCNC2=O)=C(O)C1
    0%, -1%, 3%, 12%, -5%, -4%, x
COC(=O)c1ccc(NC(=O)CSc2nc3cccnc3n2C)cc1
    -4%, u, -1%, 10%, -3%, -22%, 6%[1.9 µM]
Cc1cc(C)cc(NC(=O)COc2ccc3c(C)c(Cc4ccccc4)c(=O)oc3c2)c1
    -8%, u, 3%, 0%, -1%, -2%, x
Cc1ccc(NC(=O)c2ccc(CSc3nnnn3C)cc2)cc1
    5%, 10%, 0%, 7%, 3%, -3%, -52%[inhibitor]
COc1ccc(N2CCN(C(=O)CCCC3=NS(=O)(=O)c4ccccc4N3)CC2)cc1
    -1%, 12%, -3%, -3%, -3%, 14%, -4%
Cc1ccnc(NS(=O)(=O)c2ccc(NS(=O)(=O)c3ccccc3)cc2)n1
    -16%, 7%, 6%, 0%, -8%, 4%, 1%[10 µM]
C=CCn1c(=O)/c(=C/c2ccc(O)cc2)s/c1=C(/C#N)c1nnc2n1CCCCC2
    -7%, 12%, -3%, 5%, -7%, 0%, -1%[0.074 µM]
Cc1ccc(N(C)S(=O)(=O)c2cccc(C(=O)NC3=NCCS3)c2)cc1
    -4%, -23%, 1%, 1%, u, 4%, 1%
COc1ccc(/C=C2/SC(=O)N(CCCCCC(=O)Nc3ccccc3C(=O)O)C2=S)cc1
    3%, u, 17%, -3%, -5%, 15%[9.22 µM], -43%
COc1ccc(C(=O)CC(=O)O)c2c1C=CC(C)(C)O2
    -2%, 6%, 2%, 0%, -3%, 2%, -6%[10 µM]
CC(=O)C1=C(O)CC(c2ccccc2)CC1=NCCc1c(C)[nH]c2ccccc12 (centres undefined)
    -2%, 11%, -1%, 19%[2.36 µM], -8%, -7%, x
O=C(O)C1CC=CCC1C(=O)Nc1ccccc1C(=O)N1CCN(c2ccc(Cl)cc2)CC1 (centres undefined)
    -2%, -4%[46 µM], 19%, 5%, 1%, -11%[9.22 µM], 13%[10 µM]
CNC(=O)C1=C(C)n2c(nc3ccccc32)NC1c1ccc(OC)cc1 (centres undefined)
    2%, -7%, 8%, 3%, 0%, -13%, x
O=C(CNCC1CCCO1)N1CCCCCC1 (centres undefined)
    5%, u, -9%, 8%, 2%, -13%[9.22 µM], 4%[10 µM]
